# TAG inh = inhibitors of triacylglycerol accumulation; H9c2 cells, Nile Red lipid (TAG) fluorescence; cells loaded with 200 µM oleic acid; inhibition, % at 12.5 µM; 0.66% of 230,000 active;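 active means pattern-corrected inhibition of lipid staining of at least 50% with the nuclear-stain viability signal not falling by more than 50%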;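 further: 0% = DMSO wells and 100% = triacsin C control wells; some results filed as inactive read as strong as hits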
# TAG inh DAPI viability = second read-out of TAG inh, no call of its own (marks repeat the call); DAPI nuclei signal change (viability), lower = more cytotoxic, %;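 whole-well DAPI fluorescence read on a plate reader as a viability signal; minus 50 percent equals half of cells still viable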
# Active calls of the source: *.
# Start of the listing, in advance, three compounds:
SMILES,TAG inh,TAG inh DAPI viability
CN1CCN(/N=C/c2ccc(OCc3ccccc3)cc2)CC1,-1,-1
CCC(=O)Nc1ccc2c(c1)nc(CN1CCN(C(C)=O)CC1)n2C,7,-4
O=C1CCC2(CCCC2)c2ccccc21,-14,8

# The list itself, previewed entries included:
SMILES,TAG inh,TAG inh DAPI viability
CN1CCN(/N=C/c2ccc(OCc3ccccc3)cc2)CC1,-1,-1
CCC(=O)Nc1ccc2c(c1)nc(CN1CCN(C(C)=O)CC1)n2C,7,-4
O=C1CCC2(CCCC2)c2ccccc21,-14,8
CCCSc1nc(=S)n(Cc2ccccc2)c(C)c1C(C)=O,-6,6
COCCNc1cc(-c2ccccc2)nc2cc(-c3cccc(F)c3)nn12,18,55
CC(=O)c1ccc(N=C2SCCCN2C(=O)C2CCCC2)cc1,2,11
O=C(C1=C[C@H](C2CCCCC2)C[C@H](OCc2ccc(CO)cc2)O1)N1CCN(Cc2ccc3c(c2)OCO3)CC1,-43,5
Cc1cc(NC(=O)CCC(=O)N(c2ccc(F)cc2)C2(C(=O)NC3CCCCC3)CCCC2)no1,25,-5
O=C(COc1ccc2ccc(=O)oc2c1)NC1CCCC1,7,-2
O=C(NN1C(=O)C2C3C=CC(C4CC34)C2C1=O)c1ccc(Cl)c(Cl)c1 (configuration not stated),4,1
COC(=O)C1=C(N)Oc2cc(C)n(CCN3CCOCC3)c(=O)c2C1c1cccnc1 (configuration not stated),10,-2
C#CCOCCOCCOCCNc1nc(N2CCN(C(=O)[C@H](CCC(=O)O)n3cc(CN)nn3)CC2)nc(N2CCN(C(=O)[C@H](CCC(=O)O)n3cc([C@@H](N)[C@H](C)CC)nn3)CC2)n1,3,-5
CCCCC(=O)NC(c1cccs1)c1cc(Cl)c2cccnc2c1O (configuration not stated),12,-22
CN(C)C(CNC(=O)c1ccc(S(=O)(=O)Nc2ccccc2F)cc1)c1ccccc1 (configuration not stated),7,6
CC1(C)CC(NCc2ccc3c(c2)OCO3)CCO1 (configuration not stated),2,-3
N[C@@H](Cc1ccc(F)cc1)C(=O)O,4,-5
O=C(CSc1n[nH]c(=O)n1C1CC1)c1ccc2c(c1)OCCO2,3,-9
COc1ccc(NS(=O)(=O)c2cccc(C(=O)NNC(=O)CNC(=O)c3ccccc3Cl)c2)cc1,14,2
O=C(NC(Cc1c[nH]c2ccccc12)C(=O)O)c1ccco1 (configuration not stated),-4,-4
O=C(NCC(c1ccco1)N1CCc2ccccc21)C(=O)Nc1ccccc1 (configuration not stated),4,-2
CCCCOC(=O)n1c(=S)oc2cc(Cl)ccc21,4,2
O=C(Cn1cc[n+](CC(=O)c2ccccc2)c1)c1ccccc1,-4,5
CC(=O)N1CCc2ccc([N+](=O)[O-])cc21,-4,-2
CCCN1CCC(=O)N([C@H](CSc2ccc(C)cc2)CC(C)C)CC1,-9,-5
COc1cccc(-n2ccnc2SCC(=O)Nc2nccs2)c1,0,-8

# 4 compounds from above, arranged by length of the SMILES, low to high.
SMILES,TAG inh,TAG inh DAPI viability
CCCSc1nc(=S)n(Cc2ccccc2)c(C)c1C(C)=O,-6,6
O=C(Cn1cc[n+](CC(=O)c2ccccc2)c1)c1ccccc1,-4,5
COCCNc1cc(-c2ccccc2)nc2cc(-c3cccc(F)c3)nn12,18,55
CN(C)C(CNC(=O)c1ccc(S(=O)(=O)Nc2ccccc2F)cc1)c1ccccc1 (configuration not stated),7,6

# New compounds follow.
SMILES,TAG inh,TAG inh DAPI viability
O=[N+]([O-])c1cccc(COc2cccc(CO)c2)c1,-4,-3
O=S(=O)(NCCC1=CCCCC1)c1ccccc1Cl,-19,1
CCCNC(=O)C1(C)CCCN(C(=O)c2c(C)noc2C)C1 (configuration not stated),-8,4
COc1ccc(NC(=O)C2C3C=CC(C3)C2C(=O)NCc2ccccn2)c(OC)c1 (configuration not stated),-1,-6
CCOc1nc(C)cc(COC)c1C(N)=O,-3,1
CC(=O)c1cc(C)c(OCc2cn(CC(=O)c3ccc(O)cc3)nn2)c(C)c1,-3,-5
O=C(c1cc2c(s1)-c1ccccc1OC2)N1CCN(c2ccccc2)CC1,-10,12
COc1ccccc1C(=O)Nc1cc(C)c(OCC(=O)N2CCOCC2)c(C)c1,-1,4
O=C(CSc1nc2[nH]ncc2c(=O)n1-c1ccccc1Br)NCc1ccccc1Cl,-4,126
O=C(COC(=O)C1(c2ccccc2F)CCCC1)Nc1ncc(C(F)(F)F)cc1Cl,9,8
CC1CCC(NC(=O)COC(=O)c2cccnc2Cl)CC1 (configuration not stated),1,4
CC1(C(=O)NS(=O)(=O)C2CC2)CCN(C(=O)c2ccccc2OC(F)(F)F)C1 (configuration not stated),-14,22
CCN(CC)C(=O)C1=C(C)NC(=S)NC1c1ccc(C)s1 (configuration not stated),9,-2
O=c1c2ccccc2oc2c1ccc1ccccc12,-13,10
CCOC(=O)c1ccc(Oc2nc(N(C)C)nc(N3CCOCC3)n2)cc1,7,4
CC(=O)N(C)c1ccc(OCC(O)CN(Cc2ccco2)S(=O)(=O)c2ccc(C)cc2)cc1 (configuration not stated),-24,2
COc1cc(Cl)c(C)cc1NC(=O)CCN1C(=O)NC(C)(C)C1=O,25,8
Nc1nnc(N)c2ccccc12,14,-3
Cc1ccc(C(=O)Cn2cncn2)cc1,7,3
CC(C(=O)Nc1ccc(S(=O)(=O)N2CCCC2)cc1)N1CCc2ccccc2C1 (configuration not stated),-18,4
CC(=O)c1c(C)[nH]c(C(=O)OCC(=O)Nc2ccc(C)cc2[N+](=O)[O-])c1C,-30,-13
CCC1(c2ccccc2)NC(=O)N(CC(=O)Nc2ccc3c(c2)CCC3)C1=O (configuration not stated),2,5
Cc1cccc(Cn2c(N3CCN(C)CC3)nc3c2c(=O)[nH]c(=O)n3C)c1,12,6
C=CC(=O)N1CCCC(Nc2nc(Nc3ccc(N(C)C(=O)CC)cc3C)nc3nc[nH]c23)C1 (configuration not stated),4,10
COc1ccc(C(=O)CSc2nc(=O)n3ccc(C)cc3n2)cc1,-7,-7
SMILES,TAG inh,TAG inh DAPI viability
C=CCN1C(=O)C(CC(=O)O)SC1=Nc1cccc([N+](=O)[O-])c1 (configuration not stated),-32,-5
CC(=O)c1ccc(-c2cnc3c(NC=O)cc(-c4cccc(NS(C)(=O)=O)c4)cn23)cc1,10,-1
CS(=O)(=O)N(CC(=O)NC1CCCCC1)Cc1ccc(F)cc1,-3,4
COc1ccc(S(=O)(=O)N2CCc3ccccc32)cc1C(=O)Nc1cc(S(C)(=O)=O)ccc1Cl,62*,-37*
Cc1ccc(S(=O)(=O)NC(=O)COc2ccccc2)cc1,19,-3
Cc1ccc(-c2nc(CN3CCCCC3c3cccc(F)c3)c(C)o2)o1 (configuration not stated),-15,8
CCOC(=O)Cn1c2ccc(F)cc2c2nc(C)sc21,-18,3
Cc1c(NS(=O)(=O)c2ccc(NCC3CCCO3)c([N+](=O)[O-])c2)c(=O)n(-c2ccccc2)n1C (configuration not stated),-18,11
CCOC(=O)c1ccc(N2Cc3ccccc3C2=NC(=O)c2ccncc2)cc1,1,-1
COc1ccccc1Nc1nc2ccccc2n2cnnc12,3,12
CCn1c(C(=O)O)c(CC(=O)NC2CCCCCC2)c2ccccc21,18,-9
Cc1nc2c(OCc3ccc(C(F)(F)F)cc3)cccn2c1N(C)Cc1cccs1,-7,2
COc1ccc(-c2cc(C(=O)OCC(=O)Nc3cc(C)on3)c3ccccc3n2)cc1OC,-2,1
CCc1nc2c(OCc3ccccc3)cccn2c1N(Cc1ccccc1)C(C)=O,-10,-6
COC(=O)c1ccc(N2C(=O)c3ccc(OC)c(OC)c3C2=O)cc1,4,-4
O=c1[nH]c(/C=C\c2cccc(C(F)(F)F)c2)nc(O)c1[N+](=O)[O-],-10,6
CCN1C(=O)C(=O)N(CC(=O)c2[nH]c(C)c(C(C)=O)c2C)C1=O,-6,6
COc1ccc(S(=O)(=O)NCCc2c(C)nn(C)c2Oc2ccccc2)cc1,6,2
CCN1CCN(C(=O)c2ccc3c(c2)N(Cc2ccccc2)C(=O)c2ccccc2S3(=O)=O)CC1,-4,-3
O=C(NN1CCOCC1)c1cn(-c2ccccc2)nc1-c1cccs1,8,-5
COc1ccc(S(=O)(=O)N(C)c2ccc(OCC(=O)Nc3cc(C)on3)cc2)cc1,-57,5
CCOC(=O)c1[nH]c2ccc(Cl)cc2c1-c1ccccc1,-8,-4
CN(C)c1ccc(/C=N/NC(=O)CNC(=O)c2ccco2)cc1,-3,9
CC(C)(C)C(=O)Nc1ccccc1C(=O)Nc1ccncc1,4,2
CC(C)CC1CCCCC1OC(=O)CN1CCCCC1 (configuration not stated),0,-1
SMILES,TAG inh,TAG inh DAPI viability
C[C@@H]1CN([C@@H](C)CO)C(=O)c2cc(C#CC(C)(C)O)cnc2O[C@@H]1CN(C)C(=O)c1ccccc1F,-10,10
CCC(CC)NC(=O)c1cccc(NC(=O)C(C)C)c1,10,2
C[C@H](CO)N1C[C@H](C)[C@@H](CN(C)C(=O)NC2CCCCC2)Oc2c(NC(=O)CCC(F)(F)F)cccc2C1=O,8,-1
COc1ccccc1-c1nc2ccccc2nc1-c1ccccc1,-14,3
CCOC(=O)C1=CN(CC)S(=O)(=O)NC1c1ccc(F)c(Cl)c1 (configuration not stated),2,-8
CC(NC(=O)COC(=O)c1ccc2ccccc2n1)C1CC2CCC1C2 (configuration not stated),-8,6
CCCSc1ccc([C@@H]2[C@@H]3C(=O)N(C)C(=O)[C@@H]3[C@]3(C(=O)OC)CCCN23)cc1OC,-14,-54
COc1ccc(C2CC(c3cccs3)=NN2c2ccccc2)cc1 (configuration not stated),0,128
Cc1cc(=O)oc2cc(NS(=O)(=O)c3ccc(F)cc3)ccc12,2,49
Cc1ccc2c(c1)N(CC(=O)NCCc1ccc(Cl)cc1)C(=O)c1cccnc1O2,-1,-6
O=C(CNC(=O)c1ccc(Cl)cc1Cl)OCC(=O)c1ccc2c(c1)OCCO2,3,-2
Nc1ccc(CSc2ccccc2)cc1,6,-7
COc1ccccc1C(=O)OC(C)CN1CCN(C)CC1 (configuration not stated),12,-4
CCOC(=O)c1c(NC(=O)Cn2c(=O)oc3ccccc32)oc(C)c1C(C)=O,-9,-4
O=S(=O)(c1ccc(F)c2ccccc12)N1CCCCC1,10,-2
Cn1nnc2cc(C(=O)NCc3ccc4c(c3)OCO4)ccc21,-7,2
COc1ccc(OCC(=O)OCCN(C)C)cc1,-1,7
O=C1C(=O)N(CCOCCO)C(c2ccccn2)/C1=C(\O)c1ccccc1 (configuration not stated),-14,12
CC(C)(C)OC(=O)NNC(=O)c1ccc(Cl)cc1,-16,-6
CCOc1ccc(S(=O)(=O)N2CCN(C(=S)NCc3ccccc3)CC2)cc1,-23,-1
Cc1ccc(NC(=O)NNC(=O)COc2ccc(Cl)cc2)cc1,18,-6
O=C(O)Cn1cc(C(=S)N2CCCCC2)c2ccccc21,-17,11
CCC(C)c1ccc(NC(=O)COC(=O)CCNC(=O)c2ccco2)cc1 (configuration not stated),-15,7
CC1C(=O)N2CCCc3cc(NC(=O)COc4ccc(Cl)cc4)cc1c32 (configuration not stated),15,-9
O=C(O)CC(NC(=O)c1ccncc1)c1ccccc1 (configuration not stated),9,-7
SMILES,TAG inh,TAG inh DAPI viability
Nc1nc2c(c(=O)[nH]1)C(c1ccccc1)C1=C(N2)c2ccccc2C1=O (configuration not stated),13,-2
O=C(CCC1CCCN(C(=O)c2ccncc2)C1)NCc1ccc(F)c(F)c1 (configuration not stated),2,-7
COc1ccccc1C(=O)NC(CCSC)C(=O)OCC(=O)NC(=O)NCc1ccco1 (configuration not stated),-11,-6
CCCCn1cnc2c(SCc3ccccn3)nc(N)nc21,3,-2
COc1cc(C=O)cc(Br)c1OCC(N)=O,-3,1
O=C(COC(=O)CC1CC2CCC1C2)Nc1cccc(S(=O)(=O)NC2=NCCCCC2)c1 (configuration not stated),1,-4
C=CCNC(=O)CSc1nnc(-c2cccc(S(=O)(=O)N3CCOCC3)c2)o1,-10,3
CC(NO)C(C)(C)NO (configuration not stated),15,-13
CC(=O)C1=C(S(=O)(=O)c2ccc(C)cc2)CS(=O)(=O)C1,1,14
COc1cccc(C(=O)Nc2cc(C)c3c(=O)oc4ccccc4c3n2)c1,2,4
CCOc1ccc2nc(NC(=O)CN3CCC(n4nnc5cc(C(F)(F)F)ccc54)CC3)sc2c1,38,-2
O=C(/C(=C/c1ccccc1)c1ccccc1)N1CCCCC1,-2,-3

# Individual results from the results shown:
# Value of COc1cc(C=O)cc(Br)c1OCC(N)=O in TAG inh DAPI viability: 1
# Value of CC(=O)C1=C(S(=O)(=O)c2ccc(C)cc2)CS(=O)(=O)C1 in TAG inh DAPI viability: 14
# Value of O=C(CCC1CCCN(C(=O)c2ccncc2)C1)NCc1ccc(F)c(F)c1 (configuration not stated) in TAG inh DAPI viability: -7

# Only part of the results is shown, so the mix of outcomes need not match the whole.
